# CF NFkB inh: inhibitors of cystic fibrosis induced NF-kB. KKLEB NF-kB-GFP reporter, PAF-induced, GFP fluorescence overnight. inhibition, % at 5 µM. hit rate 0.86% among 360,000;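 active = at least 50% inhibition at 5 µM, scaled per plate between neutral and stimulator controls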;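 also: PAF is a Pseudomonas aeruginosa culture filtrate used as stimulus; plate controls were PAF-stimulated DMSO wells for no effect and unstimulated DMSO wells for full effect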
# TROY signal inh: blocks TROY-dependent signaling in reporter cells. Q293 LMP1-TROYcd NF-kB luciferase reporter, 4 h. inhibition, % at 10 µM. hit rate 0.98% among 360,000. AID 1347056;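 active = compounds whose plate-normalised and pattern-corrected inhibition of the luciferase reporter signal at the single screening dose is 50% or more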
# LMP1 NFkB inh: reduces LMP1-driven NF-kappaB luciferase signal; inhibition, % at 12.5 µM; hit rate 0.69% among 350,000; AID 504558; LMP1-induced NF-kappaB luciferase reporter cells, luminescence; in the data active = inhibition above about 41%;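 also: 0% = neutral control wells and 100% = reference inhibitor control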
# LRH-1 inv ag: inverse agonists of human LRH-1 (NR5A2); HEK293T StAR-luciferase reporter, LRH-1 transfected, 24 h; inhibition, % at 3.6 µM; AID 602396; hit rate 0.13% among 360,000; O00482;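 active = inhibition above the mean inhibition of all tested compounds plus 3 SD, cut at about 73% in these data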;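 also: 0% = DMSO wells and 100% = reporter-only cells lacking LRH-1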
# KKLEB tox: reduces viability of KKLEB cystic fibrosis airway cells | KKLEB CF airway cells viability, ATPlite luminescence, overnight; active compounds read low; cells stimulated with P. aeruginosa culture filtrate | activity change (cytotoxicity), % at 5 µM | hit rate 0.36% among 360,000;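 active = corrected activity change at or below -50% at 5 µM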
# COUP-TFII inh: NR2F2 (human) inhibition, primary screen | HEK293T NGFI-A luciferase reporter, luminescence | inhibition, % at 8.6 µM | hit rate 0.7% among 370,000;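 active = inhibition above a per-plate cutoff, mean inhibition of test wells between control levels plus 3 SD, cut at about 38% in these data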;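 also: cells cotransfected with COUP-TFII expression vector driving the NGFI-A reporter; 0% = median of COUP-TF2 test wells and 100% = reporter-only cells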
# SRC2 inh: human SRC2 (NCOA2) inhibition | HEK293 GAL4-SRC2 luciferase reporter, luminescence | hit rate 0.17% among 370,000 | inhibition, % at 9 µM;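 active = inhibition above the mean inhibition of all tested compounds plus 3 SD, set per campaign, cut at about 52% in these data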;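 also: 0% = DMSO treated cells and 100% = cells given Gossypol at 36 µM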
# NCOA1 inh: inhibits human SRC1 coactivator; Q15788; HEK293 GAL4-SRC1 luciferase reporter, luminescence; inhibition, % at 3.6 µM; hit rate 0.12% among 360,000;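 active = inhibition above the campaign mean plus 3 SD, with each screening campaign given its own cutoff, cut at about 60% in these data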;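 also: 0% = DMSO treated cells and 100% = gossypol at 36 µM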
# Target sequence (Q15788 whole entry, looked up, the tested form may be a part): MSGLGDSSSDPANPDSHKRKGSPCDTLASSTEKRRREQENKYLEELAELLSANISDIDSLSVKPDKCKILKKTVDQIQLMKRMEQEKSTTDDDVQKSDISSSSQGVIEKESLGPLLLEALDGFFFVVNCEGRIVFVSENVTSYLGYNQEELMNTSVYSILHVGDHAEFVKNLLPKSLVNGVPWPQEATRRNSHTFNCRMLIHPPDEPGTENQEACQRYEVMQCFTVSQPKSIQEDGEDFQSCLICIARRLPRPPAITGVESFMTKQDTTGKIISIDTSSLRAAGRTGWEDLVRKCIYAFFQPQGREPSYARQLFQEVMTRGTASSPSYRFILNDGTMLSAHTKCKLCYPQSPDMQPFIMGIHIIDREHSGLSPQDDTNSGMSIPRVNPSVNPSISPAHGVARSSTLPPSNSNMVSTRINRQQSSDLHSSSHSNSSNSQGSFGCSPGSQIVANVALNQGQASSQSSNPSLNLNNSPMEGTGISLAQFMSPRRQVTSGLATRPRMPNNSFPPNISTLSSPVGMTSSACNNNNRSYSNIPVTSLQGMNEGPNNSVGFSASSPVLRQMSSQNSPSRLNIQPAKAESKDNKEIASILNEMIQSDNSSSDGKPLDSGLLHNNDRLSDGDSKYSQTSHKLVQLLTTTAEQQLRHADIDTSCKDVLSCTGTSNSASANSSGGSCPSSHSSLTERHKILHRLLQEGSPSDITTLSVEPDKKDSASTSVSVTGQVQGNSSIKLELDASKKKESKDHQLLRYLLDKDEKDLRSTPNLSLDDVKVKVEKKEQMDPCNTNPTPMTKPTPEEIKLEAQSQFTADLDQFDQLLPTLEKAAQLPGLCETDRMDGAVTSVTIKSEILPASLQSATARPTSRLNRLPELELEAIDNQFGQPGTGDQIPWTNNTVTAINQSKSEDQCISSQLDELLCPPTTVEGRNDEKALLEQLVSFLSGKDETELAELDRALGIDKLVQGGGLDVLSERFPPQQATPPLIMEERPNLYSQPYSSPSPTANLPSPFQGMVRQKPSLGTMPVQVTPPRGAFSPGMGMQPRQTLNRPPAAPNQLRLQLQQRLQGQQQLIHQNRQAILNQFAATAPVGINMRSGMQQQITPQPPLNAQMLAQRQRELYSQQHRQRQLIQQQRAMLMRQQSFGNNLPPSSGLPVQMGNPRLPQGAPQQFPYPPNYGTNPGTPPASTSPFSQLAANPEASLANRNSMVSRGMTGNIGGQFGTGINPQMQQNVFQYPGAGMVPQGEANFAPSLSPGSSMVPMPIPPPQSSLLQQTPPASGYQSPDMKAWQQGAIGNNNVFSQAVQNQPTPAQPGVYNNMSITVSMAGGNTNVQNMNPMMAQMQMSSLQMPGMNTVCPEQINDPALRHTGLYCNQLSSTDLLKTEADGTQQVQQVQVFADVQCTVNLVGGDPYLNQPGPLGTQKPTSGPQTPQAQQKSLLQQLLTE
# NCOA3 inh: human NCOA3 inhibition; Q9Y6Q9; HEK293 GAL4-SRC3 luciferase reporter, luminescence; inhibition, % at 3.6 µM; hit rate 0.17% among 360,000; AID 588352;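 active = inhibition above a per-campaign cutoff, the mean of all compounds plus 3 SD, cut at about 60% in these data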;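 also: 0% = DMSO-treated cells and 100% = gossypol-treated cells at 36 µM; higher means less SRC3-driven luciferase light from the GAL4 reporter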
# TRAIL sens C8: caspase-8 TRAIL sensitization | NB7+C8 cells + TRAIL, ATPlite viability luminescence | inhibition (viability loss, TRAIL sensitization), % at 10 µM | hit rate 1% among 360,000;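 active = compounds causing at least 50% loss of cell viability in the single-dose screen, relative to plate controls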
# TWEAK-Fn14 inh: blocks TWEAK-Fn14 interaction in a reporter cell assay. TWEAK-stimulated Fn14 reporter cells, luciferase luminescence, 8 h. inhibition, % at 10 µM. hit rate 2% among 360,000; in the data active = inhibition above about 50%
# Active calls of the source: *; . = not tested or not shown; & = joins results of further samples.
SMILES,CF NFkB inh,TROY signal inh,LMP1 NFkB inh,LRH-1 inv ag,KKLEB tox,COUP-TFII inh,SRC2 inh,NCOA1 inh,NCOA3 inh,TRAIL sens C8,TWEAK-Fn14 inh
Cc1cc(Cl)ccc1C(=O)C1CCCN(C(=O)c2ccc3c(c2)OCO3)C1 (centres undefined),-21.5,13.5,-1.2,27.5,-2.4,6.4,9.7,-1.6,-13.5,2.8,-8.9
Cc1[nH]c(=O)c(C#N)c(C)c1CCC(=O)Nc1cc(S(C)(=O)=O)ccc1Cl,3.8,-2.0,1.9,-7.1,0.3,4.0,6.0,8.9,24.1,6.2,-6.8
CCOC(=O)C1CCCN(C(=S)NC2CCCCC2)C1 (centres undefined),7.6,0.8,-1.2,-2.3,-1.6,-6.4,9.3,-15.2,1.7,-6.3,-2.0
CCOc1ccc(C(=O)N2CCN(c3ccccn3)CC2)cc1OCC,-6.8,7.6,-2.6,-19.6,-8.8,17.7,8.0,-36.7,12.9,18.5,0.8
CC1CCCC(C)N1C(=O)c1ccc(S(=O)(=O)NCc2ccco2)cc1 (centres undefined),3.6,-24.7,3.4,-5.6,0.9,2.6,20.5,2.8,1.1,11.8,59.2
COc1ccc(NC(=O)CSc2nnnn2-c2cccc(OC)c2)cc1,9.4,1.0,0.0,6.8,-11.0,-5.6,1.8,-18.8,-5.0,-15.8,-18.6
Cc1cc(C(=O)c2cnc(/N=C/N(C)C)s2)c(F)cc1Cl,0.5,-9.3,0.9,-0.9,7.9,-6.2,-24.5,-1.5,-15.1,3.5,-10.2
CC1(C2CCC3(C)OC3C2)CO1 (centres undefined),12.2,4.1,8.7,-5.0,0.1,5.5,-5.4,-29.4,-17.1,2.5,-16.0
COc1ccc(-c2noc3c2-c2nc(-c4ccc(Br)cc4)sc2CC3)cc1,12.2,0.5,-14.9,-9.0,-8.9,6.5,-9.6,0.4,4.1,-0.3,6.9
CCCn1c(C)cc(/C=C(\C#N)C(=O)O)c1C,-16.8,-1.3,-0.6,18.8,12.9,-9.4,12.2,-13.8,15.4,-1.9,22.3
Cc1sc2ncnc(N3CCC(C(=O)Nc4nc(-c5cccs5)cs4)CC3)c2c1C,2.8,25.2,6.3,7.0,-7.3,18.1,8.3,-47.1,-42.6,31.2,67.1*
COc1cccc(S(=O)(=O)N(C)C[C@H]2OCc3cnnn3CCCC(=O)N([C@H](C)CO)C[C@H]2C)c1,-27.8,-8.9,-0.4,-21.5,-7.4,-0.3,-4.8,-29.4,7.3,-14.2,-2.1
Cc1ccc(Nc2cc(C)c(O)c(C)c2)cc1,-6.6,-35.2,-11.9,0.9,-5.8,-18.5,-15.9,-3.3,-17.4,7.3,-1.2
CSc1sc(C(=O)NNC(=O)c2ccc(Cl)cc2)c2c1C=CCC2,7.8,-7.9,-20.3,-7.6,-6.0,-16.7,-10.8,1.9,16.6,4.3,-2.8
CC(C)c1nc(SCC(=O)Nc2cccc3ccccc23)n[nH]1,-14.8,5.6,-3.2,-11.4,-7.1,16.5,-11.1,-9.4,-3.8,5.4,30.2
Cc1sc2ncnc(OCC(=O)NCC3CCCO3)c2c1C (centres undefined),-4.2,2.8,-4.8,12.0,6.1,7.8,4.9,3.5,5.0,10.3,4.4
CC(C)(CC(=O)O)CC(=O)N1CCCN(c2nccc(C(F)(F)F)n2)CC1,-18.1,7.2,-3.6,-1.0,-2.6,-15.7,-5.9,-0.7,-0.8,-6.0,3.7
CC(C)NC(=O)Cn1c(=O)c2c(ncn2Cc2ccccc2)n(Cc2ccccc2)c1=O,-6.0,-6.2,-10.3,-4.6,3.5,.,.,5.3,-15.9,7.5,-1.1
COc1cc(/C=C/C(=O)OCC(=O)N2CCC(Cc3ccccc3)CC2)ccc1O,2.2,34.9,-0.3,-10.9,-5.8,-16.8,13.7,-2.5,10.2,21.1,24.8
Cc1cc(OCc2cc(C(=O)NC(C)c3c(C)nn(C)c3C)no2)cc(C)c1Cl (centres undefined),-6.4,3.8,-5.8,-85.4,-4.3,-16.9,-36.0,-46.5,-71.4,9.8,20.1
CNC(=O)CSc1nc2ccccc2c(=O)n1CCc1ccccc1,-20.4,-17.4,3.5,-5.5,8.3,8.8,10.8,18.5,-2.8,-16.4,4.0
O=C(C1CCN(c2nnc(-n3cccc3)s2)CC1)N1CCOCC1,4.5,3.2,6.9,-13.8,-5.1,-5.8,-13.2,2.8,-20.9,-0.9,-7.1
COc1ccc(OC)c(N=CC2=C(O)CC(C)(C)CC2=O)c1,8.3,-8.5,1.7,24.5,14.5,0.0,-8.6,4.0,6.3,-8.6,-9.7
O=C(Cc1cc(=O)[nH][nH]1)N/N=C/C(Cl)=C/c1ccccc1,1.3&-7.8,2.0,1.4&-1.6,-24.6&-20.4,3.0&4.8,11.9&5.2,-18.8&-40.3,-6.2&13.4,-8.7&-8.7,-10.0&-8.0,11.7&40.0
CC(C)(C)OC(=O)C[C@H]1C/C=C\C[C@@H](CC(=O)N(CCO)Cc2ccccc2)C(=O)N[C@@H](c2ccccc2)COC1=O,-35.9,1.9,-0.1,-1.8,14.1,-0.8,-1.6,8.0,-15.6,-1.2,7.8
CN(C(=O)c1ccccc1Cl)c1ccccc1,7.2,-17.1,-13.5,-3.6,2.2,-3.3,23.0,3.6,0.7,5.6,12.1
O=[N+]([O-])c1cc(S(=O)(=O)Nc2cccc(Cl)c2)ccc1N/N=C/c1ccc(N2CCOCC2)cc1,13.7,8.2,-8.2,-14.7,-9.5,-7.7,-9.0,-3.2,6.8,34.0,-0.5
COC(=O)c1ccc(COC(=O)C2CCN(S(=O)(=O)c3c(Cl)cccc3Cl)CC2)o1,25.4,-0.1,-0.5,1.9,-12.3,1.9,-15.8,-9.1,2.3,5.6,-20.4
CN(CC(=O)Nc1ccccc1Cl)C(=O)Cn1cnc2ccc(Cl)cc2c1=O,3.1,-12.8,-4.7,-10.3,-10.4,-3.3,12.4,-1.2,10.2,-10.0,9.0
CCn1c(=O)c2c3c(sc2n2cnnc12)CCC3,14.6,-22.7,-5.2,23.8,-8.6,1.1,-1.1,-19.7,22.1,-3.4,14.3
CC(=O)c1ccc(S(=O)(=O)N2CCC(NC(=O)c3ccccc3)CC2)cc1,4.8,-6.0,4.0,6.3,5.9,1.1,-6.2,-6.3,-14.9,-3.0,-6.1
COc1ccc(C(C#N)C2(C)OCCO2)cc1OC (centres undefined),2.0,-9.1,2.4,15.4,-4.3,5.9,-24.1,-15.0,12.9,-6.4,-11.6
COc1ccc(/C=C/C(=O)NCc2cn(C)nc2C)cc1COc1ccc(Br)cc1,0.9,17.7,6.1,6.3,-2.2,12.7,-0.3,11.3,19.4,5.3,-14.3
N=c1oc2ccc3ccccc3c2cc1-c1nnc2n1CCCCC2,-11.8,9.7,-15.1,-31.4,8.9,4.3,-10.9,-6.4,-17.8,-12.1,-1.4
COC(=O)C1Cc2c([nH]c3ccccc23)C2(CCN(Cc3ccccc3)CC2)N1 (centres undefined),12.1,5.3,-1.1,2.1,-7.3,-9.7,-24.7,5.7,-6.5,11.5,10.7
CCOC(=O)COc1c(Cl)cc(/C=C2\N=C(C)OC2=O)cc1OC,-2.4,13.9,-0.6,11.9,-5.8,-6.1,16.6,10.1,22.8,4.3,-17.6
COc1ccc(-c2ccc(=O)n(Cc3ccc([N+](=O)[O-])cc3)n2)cc1,16.6,19.1,-9.3,38.5,-8.9,-2.0,-1.0,3.9,8.1,-10.6,-17.9
CCOc1ncccc1C(=O)Nc1ccc(F)c(F)c1,5.8,-19.6,-5.2,-10.2,-12.8,17.4,18.4,11.1,1.9,-0.1,19.2
COc1cccc(-c2nc(CS(=O)CC(=O)NCc3ccc4c(c3)OCO4)c(C)o2)c1 (centres undefined),3.9,-1.6,0.1,20.1,9.3,-1.2,-10.5,11.6,2.3,0.8,-23.6
C[C@@H]1OC(Nc2ccc(N=Nc3ccccc3)cc2)[C@H](O)[C@H](O)[C@H]1O (some centres undefined),-24.5,-51.6,10.4,-56.2,13.3,-26.8,-14.8,-42.6,-27.6,-16.7,8.3
N=c1c(S(=O)(=O)c2ccc(F)cc2)cc2c(=O)n3ccccc3nc2n1CC1CCCO1 (centres undefined),12.7,-7.2,-6.7,-23.6,-5.7,5.1,-18.9,3.0,13.7,3.9,-6.3
O=C(N=Nc1c(O)[nH]c2ccccc12)c1ccc2c(c1)OCO2,-30.1,-24.9,11.0,-98.0,-47.4,-46.5,-58.0,-114.9,-70.7,90.8*,26.7
S=C(Nc1ccccc1)N1CCCCCC1,1.8,-13.9,1.5,9.8,-0.1,15.5,2.9,-16.2,3.2,-2.7,-5.8
CCC(=O)Nc1cc(OC)c(NC(=S)Nc2ccccc2CC)cc1OC,8.7,-5.9,-0.4,28.6,-9.4,2.5,1.6,-13.6,-4.6,-14.6,3.1
CCc1ccc(CN(C)C(=O)c2cc(COc3cncc(Cl)c3)on2)cc1,11.0,8.6,-9.0,-23.6,-7.9,3.7,-31.6,16.5,-2.5,-9.1,4.3
COC(=O)CN1C(=S)N(Cc2ccccc2)C(=O)C1CC(=O)Nc1ccc(OC)cc1 (centres undefined),-0.8,5.4,3.4,-20.9,2.2,5.4,-1.5,-24.2,0.5,24.7,3.6
CS(=O)(=O)N(Cc1ccccc1)c1ccc(C(=O)NCC2CCCO2)cc1 (centres undefined),2.9,-9.3,5.4,-8.4,-4.3,6.6,-0.7,-7.6,22.0,-7.2,-8.7
Cc1oc(-c2ccccc2Cl)nc1CS(=O)CC(=O)NC1CC1 (centres undefined),20.0,1.2,-0.1,-28.7,5.7,9.5,-9.1,-8.9,5.4,-5.7,1.4
COC[C@H](NS(=O)(=O)c1ccc(Br)cc1F)[C@@H](O)c1ccccc1,-10.8,-3.0,-10.2,-48.8,9.1,-17.3,23.5,-38.4,-4.5,-6.5,-11.9
CCCNc1nc2c(c(=O)[nH]c(=O)n2C)n1CCCc1ccccc1,-5.4,-17.1,5.3,-4.0,14.4,-5.5,-11.9,1.6,17.1,1.6,-36.6
CCOc1ccc2nc(NC(=O)c3ccco3)sc2c1,-12.6,22.8,10.5,-172.2,-2.7,-28.5,-34.8,-63.4,-77.0,60.5*,58.7*
CCn1c(SCC(=O)Nc2ccc3c(c2)OCO3)nnc1-c1ccccc1O,-5.6,0.9,6.0,-21.7,4.5,10.9,1.4,-1.5,8.5,25.1,-10.7
CCn1c(Cc2ccc(OC)cc2)nnc1SCC(=O)Nc1cccc(C(=O)OC)c1,0.4,31.2,1.3,2.5,2.4,5.8,-3.2,3.9,10.2,-8.8,12.2
O=C(Cc1ccccc1Cl)N1CCN(c2ccccn2)CC1,-4.5,1.9,-1.9,3.7,-4.4,8.8,11.1,2.0,14.1,7.8,2.4
COc1ccc(NC(=O)C[C@H]2C(=O)N(Cc3ccccc3)C[C@@H]2Cc2ccccc2)cc1,13.2,5.7,-1.0,-18.2,-6.6,25.1,4.9,-0.4,-1.4,7.3,20.7
